PNC assembly inh: blocks assembly of the perinucleolar compartment; PC3M PTB-GFP, PNC prevalence imaging, 16 h; stronger effect = lower value; AID 2417; activity change (PNC), negative = inhibition, % at 10 µM; hit rate 3.1% among 140,000;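 active means readout at or below -70, meaning at least 70% loss of cells showing the perinucleolar compartment, a nuclear body marking cancer cells; inconclusive means readout between -30 and a set limit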;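 further: plate controls were DMSO wells for no effect and camptothecin positive control wells for full effect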
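Compounds are pinned in duplicate onto adhered PC3M cells stably expressing GFP-tagged PTB and incubated 16 h at 37 C. Cells are then fixed, nuclei stained with Hoechst, and PNC-positive cells counted.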
IMPase cell inh: IMPase inhibition in cells | inhibition (IP1 accumulation), % at 46.1 µM | AID 901 | P97697 | CHO-M1 cells, IP1 accumulation, HTRF TR-FRET ratio | 120,000 tested, under 10 active; active means well fitted curve in the direction sought with a large enough effect in the signal ratio, not every such curve was filed as active; inconclusive means small, poorly fitted or top-dose-only effect, or a change in a side signal; inactive means no such curve, though single readings can be large or run the other way; the % refers to the signal ratio;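 further: cells stimulated with carbachol in lithium chloride buffer; plate controls were DMSO basal wells for no effect and reference inhibitor wells for full effect; higher means more IMPase inhibition seen as more IP1 and lower FRET ratio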
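In this qHTS, compounds (final up to 46 uM) act on CHO-M1 cells that are then activated through the M1 receptor with carbachol, in pH 7.4 buffer containing 50 mM LiCl, for 30 min. IP1 accumulation is quantified by the IP-One immunoassay.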
15-hLO-2 inh: inhibitors of human 15-lipoxygenase 2 (ALOX15B); O15296; purified 15hLO-2, xylenol orange hydroperoxide absorbance; Potency, µM (titrated, usually from 57.1 µM), without a hit: top-dose activity change, negative = inhibition, actives largely listed as inhibitors; hit rate 0.56% among 110,000; AID 881; further: potency means the concentration at half of the fitted maximal effect; nearly all actives have a fitted effect of over 60% in size; many of its hits are not listed in these tables
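Screening format was qHTS against 50 nM purified 15hLO-2 in Hepes pH 7.5 with detergent. Activity follows hydroperoxide formation from 45 uM arachidonic acid, measured as 573:405 nm absorbance ratio of the ferric-xylenol orange complex.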
12-hLO inh: inhibitors of human 12-lipoxygenase (ALOX12); P18054; purified 12-hLO, xylenol orange hydroperoxide absorbance; Potency, µM (top dose mostly 57.1 µM), for the others: top-dose activity change, negative = inhibition, usual class: inhibitors; hit rate 0.12% among 150,000; further: potency means the concentration at half of the fitted maximal effect; nearly all actives have a fitted effect of over 55% in size; many of its hits are not listed in these tables
Target sequence (P18054 whole entry, looked up): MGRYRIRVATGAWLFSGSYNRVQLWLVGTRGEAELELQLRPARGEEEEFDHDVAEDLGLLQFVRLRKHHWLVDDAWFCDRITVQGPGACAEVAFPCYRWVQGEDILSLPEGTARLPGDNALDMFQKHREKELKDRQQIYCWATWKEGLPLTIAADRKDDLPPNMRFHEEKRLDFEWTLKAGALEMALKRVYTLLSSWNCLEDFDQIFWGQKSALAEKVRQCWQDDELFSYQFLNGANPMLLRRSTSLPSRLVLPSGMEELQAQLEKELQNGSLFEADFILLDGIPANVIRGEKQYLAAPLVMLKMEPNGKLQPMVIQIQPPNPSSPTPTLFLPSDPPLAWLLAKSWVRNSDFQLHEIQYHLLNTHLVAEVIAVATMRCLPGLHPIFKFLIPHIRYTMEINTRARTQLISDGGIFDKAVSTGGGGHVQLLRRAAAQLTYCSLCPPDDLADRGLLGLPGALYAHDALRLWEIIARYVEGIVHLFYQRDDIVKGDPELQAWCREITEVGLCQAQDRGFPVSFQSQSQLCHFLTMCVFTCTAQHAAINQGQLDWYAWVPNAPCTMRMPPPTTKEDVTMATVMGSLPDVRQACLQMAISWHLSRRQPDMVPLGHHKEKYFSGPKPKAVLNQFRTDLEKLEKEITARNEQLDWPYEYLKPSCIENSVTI
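Purified human 12hLO (150 nM), preincubated 15 min with compound, then 40 uM arachidonic acid for 30 min, room temperature, Hepes pH 7.0 with 0.01% Triton X-100. Hydroperoxide detected by ferrous iron/xylenol orange; 573/405 nm absorbance ratio gives reaction progress.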
An asterisk follows results filed as active; ? = inconclusive; . = not tested or not shown; [ ] = remark or other dose. Unless noted, the call rests on the fitted dose curve; in most records, active means well fitted curve in the direction sought with a large enough effect; inconclusive means small, poorly fitted or top-dose-only effect, or another doubt; inactive means no such curve, though single readings can be large; an effect the other way counts as inactive or inconclusive. Unless noted, on the % scale 0 is the no-effect control and ±100 the full control effect.

SMILES | PNC assembly inh | IMPase cell inh | 15-hLO-2 inh | 12-hLO inh
CC1(C)N=C(N)N=C(N)N1c1ccc(F)cc1F | -23 | 3 | 5% | -6%
CCn1cc(CNC(=O)c2cc(-c3cc(OC)ccc3OC)nc3ccccc23)c(C)n1 | ? | -4 | . | -5%
COc1cc(/C=C/C(=O)N2CCC=CC2=O)cc(OC)c1OC | . | . | -13% | -3%
COc1ccc(C2C(C(C)=O)=C(O)C(=O)N2c2cccnc2)cc1OC (stereo not given) | 38 | -5 | -7% | 7%
CSc1nsc(SCC(=O)Nc2ccc(Br)cn2)n1 | -3 | 2 | -5% | -22%
CC(C)/C=N\NC(=O)CCCCC(=O)N/N=C/C(C)C | -11 | -5 | . | 2%
O=C(Nc1cccn(Cc2ccc(F)cc2)c1=O)NC1CCCCC1 | 29 | 0 | 8% | 3%
CCCn1nnc(NC(=O)c2ccc(F)cc2)n1 | 46 | -1 | 4% | -3%
O=C(CN1CCOCCOCCOCC1)Nc1ccccc1 | 15 | 3 | -11% | -6%
CC1CN(S(=O)(=O)c2cccc(-c3cn4ccccc4n3)c2)CC(C)O1 (stereo not given) | ? | 9 | 3% | -17%
COc1ccc(C2CC(=O)C(C=NCCCN3CCOCC3)=C(O)C2)cc1 (stereo not given) | 30 | 1 | -2% | 1%
Cc1cc([N+](=O)[O-])nn1CC(=O)NNC(=S)Nc1ccc(F)cc1 | -14 | 0 | 1% | -5%
CCOC(=O)/C(=C\C=C\c1ccccc1)NC(=O)c1ccccc1 | -20 | -11 | . | -2%
Cc1ccc(O)c(C2=NNC(O)(C(F)(F)F)C2)c1 (stereo not given) | 27 | -5 | -12% | -15%
CC/C(=C1/C(=O)CC(C)(C)C(C(=O)OC)C1=O)N1CCCC1 (stereo not given) | -14 | 5 | 2% | -2%
Cc1ccc(C(=O)Nc2ccc3c(c2)OCO3)cc1S(=O)(=O)N1CCCCC1 | 39 | -10 | -4% | -10%
COc1cccc(-c2cc(=O)c3cc(NC(C)=O)ccc3[nH]2)c1 | 56 | . | . | 0%
CC1(C(=O)O)CCC(C(=O)Nc2ccccc2O)C1(C)C (stereo not given) | -7 | -6 | 8% | -1%
CCC1=C(OC(=O)c2ccccc2)C(C)(C)C(c2ccccc2)OC1=O (stereo not given) | 23 | 5 | -16% | 4%
CCOC(=O)NC1(NC2CCCCC2)Oc2ccccc2O1 | 20 | -8 | -20% | -22%
Cc1nc(SCC(=O)c2ccc(Cl)s2)c2oc3ccccc3c2n1 | -25 | -7 | 2% | 0%
COc1ccc(-c2csc(C3=C(O)CN(Cc4ccc(Cl)cc4)C3=N)n2)cc1OC | 37 | -1 | -6% | -2%
Cc1nnc(-c2cccc(Br)c2)c2cn(-c3ccccc3)nc12 | 27 | -3 | 22% | -6%
O=C(NCCc1ccccc1)C(NS(=O)(=O)c1cccc2nsnc12)c1ccccc1 (stereo not given) | 33 | . | . | -1%
COc1ccc(C2SCCN2C(=S)Nc2cccc(C(F)(F)F)c2)cc1 (stereo not given) | -82* | 9 | . | -8%

Continued:
SMILES | PNC assembly inh | IMPase cell inh | 15-hLO-2 inh | 12-hLO inh
COC(=O)CCC(=O)Nc1ccc(Cl)c(Cl)c1 | 4 | -13 | 5% | -7%
COc1ccc(N=C(C)C2=C(O)COC2=O)cc1 | ? | 7 | 2% | 2%
CCn1ncc(/C=C/C(=O)Nc2c(C)nn(Cc3ccc(Cl)cc3Cl)c2C)c1C | -19 | 2 | 17% | -8%
CCC1=NN(C(=O)c2cccc(Br)c2)C(O)(c2ccc(Br)cc2)C1 (stereo not given) | -16 | . | . | -7%
O=C(C1=NN[C@@H]2C(=O)N(c3cccc(C(F)(F)F)c3)C(=O)[C@H]12)c1ccc2ccccc2n1 | -18 | -4 | . | -3%
Clc1ccccc1C(Nc1ncccn1)Nc1ncccn1 | . | . | -14%[11.4 µM] | 7%[11.4 µM]
COc1ccc(CNC(=O)C2CCCN2C(=O)NC2CCCCC2)cc1 (stereo not given) | ? | 13 | 8% | 4%
COc1ccc(/C=N/NC(=O)Nc2cccc3nsnc23)cc1OC | 77 | . | . | 2%
COC(=O)COc1ccc(S(=O)(=O)NCCC2=CCCCC2)cc1C | -11 | -2 | -7% | -10%
Cc1nc2c(C(=O)NCc3cccs3)cnn2c(C)c1Cc1ccccc1 | 57 | 2 | . | -1%
Cc1cccc2cc(CN(CC3CCCO3)C(=O)c3ccco3)c(=O)[nH]c12 (stereo not given) | 3 | 9 | -3% | -6%
COc1ccccc1C(=O)N/C(=C/c1ccc(Br)cc1)C(=O)NCCO | -7 | 1 | 5% | -2%
CCc1cc(=O)oc2cc(C)cc(OC(=O)c3ccco3)c12 | -8 | ? | -6% | -8%
Cc1ccc(Cl)cc1NC(=O)CC(O)(C(F)(F)F)C(F)(F)F | 15 | 19 | -8% | -6%
C=CCn1c(-c2ccc(OC)cc2)csc1=Nc1c(C)n(C)n(-c2ccccc2)c1=O | -28 | 1 | -3% | 0%
Cn1c(C(=O)O)c(CC(=O)Nc2ccc3c(c2)OCCO3)c2ccccc21 | ? | 8 | -7% | -6%
Cc1ccc(/C=N\NC(=O)c2csnn2)cc1 | 11 | -2 | -3% | 2%
O=c1[nH]c(SCc2cccc([N+](=O)[O-])c2)nc2nc[nH]c12 | . | . | -6%[11.4 µM] | 6%[11.4 µM]
COc1ccc(OC)c(-c2cc(C(=O)Nc3c(C)n(C)n(-c4ccccc4)c3=O)no2)c1 | -11 | 19 | -13% | -7%
COc1ccccc1C(=O)NNC(=O)c1ccc(F)cc1 | 46 | . | . | -3%
CCC(C(=O)Nc1cc(C)on1)c1ccccc1 (stereo not given) | 19 | 5 | 0% | 8%
Cc1nn2c(nc1=O)SCC(c1ccccc1)=N2 | 8 | 0 | 5% | 2%
CCOC(=O)c1[nH]nc(-c2c(O)cc(C)cc2O)c1-c1csc(C)n1 | 38 | 1 | 2% | -6%
Cn1c(=O)c2c(ncn2CC(=O)N/N=C/C(Br)=C/c2ccccc2)n(C)c1=O | -1 | 8 | . | 1%
CC1=C(/C=C/C(=O)O)C(C)(C)CCC1 | 22 | -7 | 2% | 5%

Continuation.
SMILES | PNC assembly inh | IMPase cell inh | 15-hLO-2 inh | 12-hLO inh
CC1CCN(S(=O)(=O)c2ccccc2[N+](=O)[O-])CC1 | 4 | . | . | 1%
CC1(C)C(=O)OC(c2ccco2)C(C)(C)C1=O (stereo not given) | -6 | -5 | 5% | -6%
Cn1c(Cn2c(=O)sc3ccccc32)nnc1SCC(=O)NCc1ccc2c(c1)OCO2 | ? | -3 | . | 1%
CS(=O)(=O)N(Cc1ccc(C(=O)NCCSCc2ccco2)cc1)c1ccccc1 | -7 | 2 | 3% | -4%
O=C(c1cnc(N2CCN(c3ncccn3)CC2)c2ccccc12)N1CCN(c2ccccn2)CC1 | ? | 7 | 8% | -2%
c1ccc(C2COC(c3cccs3)=N2)cc1 (stereo not given) | -26 | 18 | -6% | -4%
COc1cccc(-c2cc(C(=O)Nc3cc(C)nn3-c3ccccc3)no2)c1 | -29 | -2 | -4% | 3%
COc1cccc(C2=CC(c3ccccc3)n3ncnc3N2)c1 (stereo not given) | 38 | -3 | 0% | -9%
Cc1sc2nc(SCC(=O)C(C)(C)C)n(Cc3ccco3)c(=O)c2c1C | -26 | 9 | -15% | -7%
COc1ccc(C(=O)N2CCCN(C)CC2)cc1S(=O)(=O)N1CCCc2ccccc21 | ? | -10 | 11% | 0%
O=S(=O)(c1ccc(N2CC=C(c3ccccc3)CC2)nc1)N1CCCC1 | ? | 3 | -7% | -9%
Cc1nc2ccc(Cl)cc2c(-c2ccccc2Cl)c1CC(=O)O | ? | . | . | 0%
O=Nc1ccc(NOC(=O)c2ccccc2)cc1 | -28 | . | . | -2%
O=C(O)c1c(F)c(F)c(F)c(F)c1-c1ccc(Cl)cc1 | 41 | 2 | -3% | -1%
C/C=C/C(=O)Nc1nnc(C(C)C)s1 | 91 | 13 | . | 1%
O=C(OCC(=O)N1CCCc2ccccc21)C1CCN(S(=O)(=O)c2cccs2)CC1 | -13 | 3 | -7% | -7%
CCOc1ccc(OCC)c(NC(=O)C2CCN(S(=O)(=O)c3cccnc3)CC2)c1 | ? | -4 | -6% | 2%
Cn1cccc1Cc1nnc(SCC(=O)N2CCOCC2)n1CCc1ccccc1 | 4 | -3 | . | 0%
Cn1c(N)c(C(=O)COC(=O)c2cc(S(=O)(=O)N3CCCCC3)ccc2Cl)c(=O)n(C)c1=O | 48 | . | . | 1%
Cc1ccc(CNC(=O)C(=O)NCCC2=CCCCC2)cc1 | -4 | . | . | -4%
COC(=O)c1ccc(Nc2cc(C)nc3ncnn23)cc1 | 17 | 5 | 2% | 1%
O=C(Oc1ccc2cc(Br)ccc2c1)N1CCCCCC1 | ? | . | . | -4%
CCOc1ccc(OCC)c(S(=O)(=O)N2CCCCC2C)c1 (stereo not given) | ? | 5 | -2% | -4%
C[C@H](NS(=O)(=O)c1ccccc1F)C(=O)OCC(=O)N1CCc2ccccc21 | -93* | -5 | -4% | -2%
Cc1ccccc1-c1nnc(-c2ccccc2C)o1 | -11 | -2 | . | 0%
CN(C)S(=O)(=O)c1cc(NC(=O)COC(=O)Cc2ccc(Br)cc2)ccc1Cl | -9 | . | . | 0%
Cc1ccc2c(c1)[nH]c1c(N3CCN(Cc4ccc5c(c4)OCO5)CC3)ncnc12 | ? | 15 | 47%[activator] | -3%

A portion of the library; rates above refer to the full screens.
